# KLF5 inh: KLF5 expression inhibitors, primary screen, DLD-1 cells, luminescence | DLD-1 KLF5 promoter-luciferase reporter | inhibition, % at 5 µM | 0.23% of 290,000 active | AID 1700, 2009;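 active = inhibition above a per-plate limit of that plate's mean compound inhibition plus 3 SD, cut at about 60% in these data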;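 also: 0% = DMSO wells and 100% = LY294002 at 200 µM; higher means less KLF5 promoter-driven luciferase light; inactives centre near -14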
# Platelet DG rel: inhibitors of platelet dense granule secretion, primary screen, cell-based, MLPCN, human platelets | 0.22% of 300,000 active | inhibition, %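 (compounds screened at 7.5 µM in platelet-rich plasma)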 | human platelet-rich plasma, SFLLRN dense granule ATP release, luminescence;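 active = mean replicate score, as percent of positive control, at or above 50; inconclusive = mean below 50 but at least one replicate at or above 50; inactive = mean and every replicate below 50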
# HSF1 activator: HSF-1 activators, primary screen, NIH3T3-HGL cells, MG132 stress, luminescence, single point; NIH3T3-HGL HSF-1 luciferase reporter, 8 h; 100% = twice DMSO control signal; activation, % at 9 µM; 1.7% of 300,000 active;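 active = mean replicate activation of at least 50% with a set share of replicates each reaching 50%; inconclusive = only one of those two conditions met; inactive = mean below 50% and too few replicates reaching it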;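 also: 0% = median of the neutral control wells and 100% = twice that signal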
# GSK3A inh: blockers of GSK3A enzyme activity – biochemical, luminescence, cell-free homogeneous, HTS, primary screen | GSK-3 alpha kinase, ADP-Glo luminescence, 60 min | inhibition, % at 10 µM | 0.1% of 320,000 active | AID 2650, 2010;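 in the data active = inhibition above about 50%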;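 also: GST-tagged GSK-3 alpha with peptide substrate and 25 µM ATP; 0% = DMSO neutral wells and 100% = GW8510 positive control wells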
# Target sequence (P49840 whole entry, looked up): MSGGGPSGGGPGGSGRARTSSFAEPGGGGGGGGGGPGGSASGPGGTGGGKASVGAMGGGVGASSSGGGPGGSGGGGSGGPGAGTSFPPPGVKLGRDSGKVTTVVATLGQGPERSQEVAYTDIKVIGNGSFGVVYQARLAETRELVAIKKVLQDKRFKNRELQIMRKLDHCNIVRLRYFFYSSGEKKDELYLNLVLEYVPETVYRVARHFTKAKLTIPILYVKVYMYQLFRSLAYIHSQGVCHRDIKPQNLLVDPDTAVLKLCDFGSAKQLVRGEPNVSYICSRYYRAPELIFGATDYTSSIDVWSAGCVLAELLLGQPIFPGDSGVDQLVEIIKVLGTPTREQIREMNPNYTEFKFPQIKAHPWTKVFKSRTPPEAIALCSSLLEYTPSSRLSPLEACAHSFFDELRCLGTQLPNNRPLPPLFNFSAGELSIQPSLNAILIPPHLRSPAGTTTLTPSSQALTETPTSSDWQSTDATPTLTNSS
# IEC-6 tox: cytotoxicity in IEC-6 intestinal epithelial cells, primary screen, cytotoxicity control for KLF5 inhibitor project, cell-based, luminescence; inhibition, % at 5 µM; AID 1825, 2009; IEC-6 cytotoxicity, luminescence viability; 0.78% of 290,000 active; in the data active = inhibition above about 22%;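 also: 0% = plate median of test compound wells and 100% = cytotoxic reference compound wells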
# DYRK1A inh: rat Dyrk1A kinase inhibitors, primary screen, biochemical, single point, plate reader; Dual specificity tyrosine-phosphorylation-regulated kinase 1A (Rattus norvegicus), Q63470; ADP-Glo luminescence, NFATc1 peptide; inhibition, % at 12.5 µM; 0.43% of 310,000 active; AID 504441, 2011; in the data active = inhibition above about 50%;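 also: plate controls were vehicle with enzyme for no effect and no enzyme for full effect; many of its hits are not listed in these tables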
# GSK3beta inhib: human GSK3beta kinase inhibitors, primary screen, biochemical, cell-free homogeneous, HTS | GST-GSK3beta kinase, ADP-Glo luminescence, 60 min; hits give low values | Glycogen synthase kinase-3 beta (Homo sapiens), P49841 | 0.038% of 300,000 active | activity score (negative = inhibition), % at 10 µM;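 active = more than half of replicate wells score below -50%, meaning over 50% inhibition versus plate controls; inconclusive = some replicates but at most half score below -50%; inactive = no replicate scores below -50%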;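 also: 0% = median DMSO wells and -100% = median GW8510 positive control wells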
# Target sequence (P49841 whole entry, looked up): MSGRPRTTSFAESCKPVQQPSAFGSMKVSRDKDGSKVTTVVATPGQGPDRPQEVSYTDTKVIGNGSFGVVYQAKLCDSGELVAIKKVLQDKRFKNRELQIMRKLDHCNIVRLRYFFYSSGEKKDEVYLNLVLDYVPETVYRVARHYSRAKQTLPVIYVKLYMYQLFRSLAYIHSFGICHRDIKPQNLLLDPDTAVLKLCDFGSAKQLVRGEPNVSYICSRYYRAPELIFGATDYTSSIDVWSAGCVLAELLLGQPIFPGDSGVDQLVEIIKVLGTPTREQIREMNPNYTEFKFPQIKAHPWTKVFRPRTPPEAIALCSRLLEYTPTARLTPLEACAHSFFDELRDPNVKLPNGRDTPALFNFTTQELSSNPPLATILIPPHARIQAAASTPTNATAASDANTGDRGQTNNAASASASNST
#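 Assay system: GST-tagged human GSK3beta kinase, cell-free; Input: 1.6 ng GSK3beta; Medium: Tris/MgCl2 kinase buffer; Timing: 60 min enzyme reaction, room temperature; Signal: ADP-Glo luminescence quantifying ADP generated by kinase; Evaluation: score relative to plate controls; Benchmarks: DMSO neutral wells and GW8510 at 20 µM as positive.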
# HSF1 inhib: HSF1 inhibitors in luciferase reporter cells, primary screen, cell-based, NIH3T3, luminescence; activity change, negative = inhibition, % at 7.5 µM (by protocol); 0.77% of 300,000 active; NIH3T3-HGL HSE-luciferase, MG132-induced, luminescence 8 h; hits give low values;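 active = more than half of replicate wells show activity change below -50%, luminescence cut by over half; inconclusive = some wells, but at most half, below -50%; inactive = no replicate well below -50%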;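 also: luciferase reports HSF-1 transcriptional activity via heat shock element; 0% = median of DMSO wells and -100% = zero luminescence signal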
# HSP90 refold inh: HSP90 inhibitors, primary screen, cell lysate, luminescence; AID 1789, 2009; Heat shock protein HSP 90 (rabbit reticulocyte lysate; luciferase refolding); Rabbit reticulocyte lysate, luciferase refolding luminescence, 3 h; 0.91% of 290,000 active; inhibition, % at 5.6 µM;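 active = inhibition above the screen-wide mean plus 3 SD, computed separately per campaign, cut at about 16% in these data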;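 also: 0% = DMSO wells and 100% = 60 µM geldanamycin wells; inhibitors lower the luminescence because luciferase stays unfolded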
# aSyn 5UTR inh: MLPCN primary screen, SNCA 5' untranslated region; alpha-synuclein 5'UTR reporter, inhibitor activity; AID 1813, 2009; inhibition, % (tested at 7.5 µM); 0.82% of 300,000 active; in the data active = inhibition above about 60%; inconclusive = no clear call, values can overlap the other calls;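 also: H4 neuroglioblastoma cells stably carrying SNCA 5'UTR luciferase fusion; 0% = DMSO wells and 100% = positive control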
# * = called active by the depositor; u = inconclusive; x = not tested or not shown. Only part of the results is shown. The share of hits here may be higher or lower than overall.
SMILES,KLF5 inh,Platelet DG rel,HSF1 activator,GSK3A inh,IEC-6 tox,DYRK1A inh,GSK3beta inhib,HSF1 inhib,HSP90 refold inh,aSyn 5UTR inh
CN(CC1CCCN(CCc2ccc(F)cc2)C1)C(=O)CCC(F)(F)F (centres undefined),-7,0,10,-1,9,-5,-5,2,1,14
COCCNC(=O)CCCn1c(=O)c2cc(OC)c(OC)cc2n(CC(=O)Nc2ccc(F)cc2)c1=O,11,-3,24,x,-3,13,0,6,1,-20
C=CCNC(=O)CN1c2cccc3cccc(c23)S1(=O)=O,-37,-2,-1,-1,-4,2,-6,-4,-11,3
CCCCC#Cc1ccc(C(=O)NNC(=O)Nc2cc(Cl)cc(Cl)c2)o1,-9,-3,22,0,-2,x,-4,8,-1,25
O=C(C1=C[C@H](c2ccc(Br)cc2)C[C@H](OCCCCO)O1)N1CCN(Cc2ccccc2)CC1,7,-5,31,2,2,4,-2,2,2,7
CC1=CC2=NC(=O)/C(=C\c3cccn3CCOc3ccccc3)C(=N)N2O1,-44,2,8,x,1,5,-2,3,2,-4
O=C(O)[C@@H]1Cc2ccccc2N1,6,-6,8,1,5,x,2,-5,2,4
Cc1ccc(C)c(N2CCN(CCCNC(=O)Cn3cc4c(n3)CCCCC4)CC2)c1,17,2,2,6,6,8,2,-8,-5,16
O=C(O)CCCN=CC1=C(O)CNC1=O,-7,-8,0,-1,-2,0,0,2,-1,-5
COc1ccc(-c2[nH]ncc2CNCCCSC)cc1F,-25,1,-3,-3,1,0,-1,-1,-4,-2
CCOC(=O)C1=C(COC(=O)C2(C)CC2(Cl)Cl)NC(=O)NC1c1ccccc1 (centres undefined),6,-1,11,-1,2,-1,0,0,2,10
Cc1cc(N2CCCC2)nc(N2C3CCC2CC(O)(c2ccc(F)cc2)C3)n1 (centres undefined),11,-5,-12,0,12,x,4,-6,7,14
CC(C)NC(=O)NS(=O)(=O)c1cnccc1NC1CC2CCC1C2 (centres undefined),23,2,4,-4,2,-1,-1,-1,4,-3
CCOc1ccc(S(=O)(=O)NCCC(=O)N2CCN(Cc3ccccc3)CC2)cc1,x,1,-6,-4,x,2,-1,-8,x,34
COc1ccc(C(=O)c2cc(C(C)=O)c(Nc3ccccc3)s2)cc1,1,-10,-6,0,1,2,-3,3,-3,-20
O=S(=O)(NCc1ccco1)c1cccc(S(=O)(=O)N2CCCCC2)c1,-14,2,7,-5,-2,-4,3,2,5,-3
O=C(O)c1ccc(-c2ccc(OS(=O)(=O)c3ccccc3F)cc2)cc1,-56,27,-21,1,18,2,-17,1,-1,-44
COc1ccc(NC(=O)CN(c2ccc(C)cc2)S(=O)(=O)c2c(C)nn(C)c2C)cc1,-3,-12,16,1,-2,0,-1,1,-3,5
CCN(c1ccccc1)S(=O)(=O)c1cc(NC(=O)CSc2n[nH]c(=O)[nH]c2=O)ccc1Cl,-25,-1,-5,-3,-5,15,3,0,-1,5
CC(C)c1onc(C(=O)N2CCN(c3ccc(F)cc3)CC2)c1[N+](=O)[O-],-20,12,21,-2,11,-1,2,-2,2,0
COCCN1Cc2cccc(C(=O)NC(C)c3cccs3)c2C1=O (centres undefined),-12,-6,-18,1,-9,0,-3,-8,0,22
CC1CCC(N2CCN(S(C)(=O)=O)CC2)CC1 (centres undefined),13,4,-29,0,0,-1,0,u,0,-13
CCCN1Cc2cccc(C(=O)NC3CCCC3)c2C1=O,10,0,10,15,-2,18,-7,-2,4,22
Cc1ccc(-c2csc(-c3c[nH]c4ccccc34)n2)c(C)c1,-59,3,22,0,6,0,1,5,0,-92
CC(C)Cc1nnc(NC(=O)CN2C(=O)C3CCCCC3C2=O)s1 (centres undefined),x,2,-6,-1,x,13,-2,3,x,-8
CCn1c(=NC(=O)c2cccc(N3C(=O)CCC3=O)c2)sc2c(C)ccc(OC)c21,-22,-1,9,0,4,2,1,17,3,5
CN(C)c1nc(OCCNC(=O)Nc2ccc(Cl)cc2)nc(N(C)C)n1,5,u,3,-1,6,-2,2,2,2,-2
Cc1ccc(SCC(=O)OCC(=O)N(C)CC(=O)Nc2ccc(F)cc2)cc1C,x,-1,2,-3,x,5,1,2,x,10
O=C(c1ccc2c(c1)N(Cc1cccc(Cl)c1)C(=O)c1ccccc1S2(=O)=O)N1CCN(c2ccccn2)CC1,-23,-8,13,-1,6,0,-3,4,3,17
CCN(CC)CCCNC(=O)Cn1ccc2ccccc2c1=O,-18,2,4,17,-4,1,12,-2,2,14
CCc1noc(C)c1C(=O)OCC(=O)NC(=O)c1ccccc1OC,-35,-11,8,1,-7,0,1,1,-2,14
O=C(N/N=C/c1cccnc1)c1cccc(S(=O)(=O)N2CCCC2)c1,0,-2,-22,2,-2,0,1,-4,-2,0
CCCCNCCOCCOc1ccc(F)cc1,-44,u,-17,-6,3,8,-1,-4,1,-1
CC/C(=N\NC(=O)Nc1ccccc1)c1ccccc1,-51,u,-8,4,-1,1,0,-6,3,-14
CCN(CC)CCNC(=O)c1ccc(N2CCCCC2)c(NS(=O)(=O)c2ccc(C)cc2)c1,-21,0,x,0,4,1,0,x,-2,-16
COCCNC(=O)CN(C(=O)CCC(=O)Nc1ccccn1)c1ccc(F)c(Cl)c1,-18,-17,17,1,-5,-2,1,-1,3,14
Cc1c(NC(=O)c2ccc(Br)o2)c(=O)n(-c2ccccc2)n1C,-35,10,-44,-1,5,29,0,-33,7,13
COc1ccc(CCN2CC(C(=O)NCCc3ccc(C(F)(F)F)cc3)CCC2=O)cc1 (centres undefined),-22,3,15,x,-5,-1,-2,-3,0,14
Cc1ccc2[nH]cc(CCNC(=O)/C=C/c3ccco3)c2c1,-32,-9,19,0,4,-2,-3,2,2,-26
Cc1ccccc1C(=O)NCc1nnc(SCC(=O)N2c3ccccc3Sc3ccccc32)n1C,-12,-2,7,x,2,-1,0,11,1,23
Cc1ccc(C(=O)Nc2nc(-c3cc(Cl)sc3Cl)cs2)cc1,-14,-4,18,-2,4,-6,0,12,5,-28
O=C1SC(c2ccccc2)=N/C1=C/c1ccco1,-28,2,x,-1,-2,-6,-1,x,-3,-15
CC(C)N1CC(C(=O)Nc2ccc(C#N)cc2)CC1=O (centres undefined),-18,2,-3,-3,2,x,2,-3,-1,0
COc1ccc(N(C(=O)c2ccncc2)S(=O)(=O)c2ccc3c4c(cccc24)C(=O)N3C)cc1,-19,0,17,0,7,-3,6,-4,3,-7
COc1ccc(N(CC(=O)Nc2cc(Cl)ccc2OC)S(=O)(=O)c2c(C)[nH]c(=O)[nH]c2=O)cc1,-14,-10,-3,-2,-3,-5,1,-3,3,18
CC(C)CC(=O)NC(=S)Nc1ccc(N2CCN(C(=O)c3cccs3)CC2)cc1,-17,1,-6,4,-7,-1,0,-8,-8,19
NC(=O)NCc1ccc(C(=O)OCc2ccncc2)cc1,-26,-8,-5,-3,2,4,0,0,-1,8
C/C(CC(=O)Nc1ccc(N(C)C)cc1)=N\NC(=O)C(=O)NCc1ccccc1,-12,-1,9,0,4,0,4,4,-3,-3
CCOC(=O)c1c(N=CN(C)C)c(C#N)n2c1CCC2,1,-2,2,4,0,17,-1,-4,-4,15
Cn1c[n+](C)cc1-c1ccc(/C(N)=N/O)cc1,-26,-8,-2,-3,1,5,3,-4,0,-12
# New compounds follow
SMILES,KLF5 inh,Platelet DG rel,HSF1 activator,GSK3A inh,IEC-6 tox,DYRK1A inh,GSK3beta inhib,HSF1 inhib,HSP90 refold inh,aSyn 5UTR inh
CC(C)(C)OC(=O)N[C@@H](Cc1ccccc1)c1nnc(S(=O)(=O)Cc2ccccc2)o1,-2,x,x,-1,5,x,x,x,1,x
COc1ccccc1C(=O)NCc1n[nH]c(=S)n1Cc1ccccc1,21,9,4,-4,-4,-1,2,-9,1,14
O=C(NC1CCCCCC1)c1ccc(CS(=O)(=O)Cc2ccc(F)cc2)o1,-39,6,14,-2,-3,6,-3,0,0,2
COc1cc(Cl)c(C)cc1NC(=O)c1ccccc1NC(=O)CN1CCOCC1,-10,-19,13,0,4,0,-1,2,0,13
Cc1ccc(C(=O)Nc2nc3nc(-c4ccccc4)cc(=O)n3[nH]2)cc1,-3,13,-3,x,5,5,1,-8,5,-16
O=C1[C@@H]2CSCN2C(=O)CN1CCc1cccc(F)c1,-8,5,37,-1,-12,-4,-2,7,-2,-3
CC(NC(=O)c1ccc(C23CC4CC(CC(C4)C2)C3)cc1)C(=O)O (centres undefined),-45,10,4,-3,5,-3,1,-6,-3,-31
CN1CCN(/C=C2\SC(=S)NC2=O)CC1,-14,u,3,-1,-7,6,1,3,3,15
O=S(=O)(c1cccc(-c2nnc(-c3cccnc3)o2)c1)N1CCCCC1,-3,-1,5,-4,-3,-15,0,16,1,-12
O=C(c1c(Cl)nc2sccn12)N1CCN(c2cccc(Cl)c2)CC1,53,-37,-7,-21,63*,13,1,0,4,34
COC(=O)CS(=O)(=O)c1cc(Br)cc2c1N(C(C)=O)CC2,1,-2,2,-3,2,3,-2,0,-1,-17
c1ccc(SCc2nc(-c3ccncc3)no2)cc1,-98,-4,73*,3,0,x,0,44,-3,-206
COc1ccccc1CCNC(=O)/C(=C/c1cccnc1)NC(=O)c1ccccc1,24,-2,3,-1,6,-63,-1,-3,2,-2
O=C1CCC(C(=O)OCc2cc(=O)oc3ccc4ccccc4c23)=NN1,-35,1,7,-1,4,8,2,1,2,-1
CN1C(=O)SC(Nc2ccccc2C(=O)O)C1=O (centres undefined),-27,16,24,-3,0,8,-3,15,0,6
CCOC(=O)C1CC(C)=C(C)CC1C(=O)O (centres undefined),-10,-2,6,-3,-2,4,-6,-2,1,5
Cc1cccc(C(=O)c2c(N)sc3c2CCC(C)C3)c1 (centres undefined),-30,-19,16,0,-1,-3,0,6,6,-85
CCCn1cc(C(=O)N(C)C2CCCN(Cc3ccccc3F)C2)c(C)n1 (centres undefined),-7,-6,1,-1,-8,-1,3,-2,1,-10
C=CCn1c(SC(CCO)C(=O)NCc2ccco2)nc2sc3c(c2c1=O)CCC3 (centres undefined),6,-1,10,0,2,3,-4,0,2,12
CC(=O)c1cccc(NC(=O)CSc2nnc(-c3ccc(S(=O)(=O)N4CCCC4)cc3)o2)c1,-34,-13,4,-1,-4,28,1,-2,-3,-8
Cc1c(C(=O)N/N=C/c2cccs2)nnn1-c1nonc1N,-26,8,30,-1,-7,-1,-3,0,5,-35
CCOC(=O)c1cnn(Cc2cccc(Cl)c2)c1C,-30,-1,11,0,2,2,-1,-1,1,24

# Compound activity as filed in PubChem.
